Source: PubChem (National Center for Advancing Translational Sciences (NCATS))
FH mod: Identification of activators of human fumarate hydratase by quantitative high-throughput screening; Fumarate hydratase, mitochondrial (Homo sapiens), P07954; FH coupled MDH/diaphorase resazurin fluorescence, 15 min; Potency, µM (series often up to 79.9 µM), for the others: at the top dose activity change, negative = inhibition, usual class: inhibitors; 0.22% of 54,000 active; AID 1347055, 2019; further: potency means the concentration at half of the fitted maximal effect; on the % scale 0 is the no-effect control and ±100 the full control effect; the screen sought activators but most active calls are inhibition curves; nearly all actives have a fitted effect of over 45% in size
Target sequence (P07954 whole entry, looked up): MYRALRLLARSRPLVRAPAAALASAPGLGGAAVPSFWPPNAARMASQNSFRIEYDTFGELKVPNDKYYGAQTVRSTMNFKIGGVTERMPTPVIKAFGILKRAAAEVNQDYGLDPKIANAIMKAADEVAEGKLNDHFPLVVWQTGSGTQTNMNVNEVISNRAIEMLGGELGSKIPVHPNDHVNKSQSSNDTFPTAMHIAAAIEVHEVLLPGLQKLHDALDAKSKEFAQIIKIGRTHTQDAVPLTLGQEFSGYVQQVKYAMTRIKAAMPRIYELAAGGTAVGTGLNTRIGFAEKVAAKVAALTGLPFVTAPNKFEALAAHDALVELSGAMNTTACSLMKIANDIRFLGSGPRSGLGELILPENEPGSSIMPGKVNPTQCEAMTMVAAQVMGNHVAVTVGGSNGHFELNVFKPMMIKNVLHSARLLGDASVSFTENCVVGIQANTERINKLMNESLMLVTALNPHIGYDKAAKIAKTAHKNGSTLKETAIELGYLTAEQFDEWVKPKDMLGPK
B2AR arrestin ag: qHTS assay of beta-arrestin-biased ligands of beta2-adrenergic receptor: NCGC Sytravon Library Screen | Potency, µM (highest dose often 46.1 µM), for inactives: at the highest dose activation, hits mostly activators | HTLA Tango cells, beta-arrestin recruitment, luciferase luminescence, 18 h | AID 1347077, 2019 | 44,000 tested, under 10 active | Beta-2 adrenergic receptor (Homo sapiens), P07550;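 further: potency means the concentration at half of the fitted maximal effect; 0% = DMSO and full agonism = EC100 isoproterenol or metaproterenol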
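Luminescence read-out: arrestin recruitment to recombinant beta2-AR releases tTA, inducing luciferase. Cells exposed 18 hr at 37 degrees C to up to 46 microM compound; %Activity from corrected signal, concentration-response curves classified by r2, magnitude and efficacy.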
PTAP-TSG101 blk: qHTS Validation Assay for Inhibitors of HIV-1 Budding by Blocking the Interaction of PTAP/TSG101: Sytravon Library Screen | Potency, µM (doses to about 115 µM), inactives show at the highest dose activity change, negative = inhibition, hits mostly inhibitors | 44,000 tested, under 10 active | Tumor susceptibility gene 101 protein (Homo sapiens), Q99816 | Fluorescence polarization, FITC-PTAP peptide/Tsg101, 20 min; further: potency means the concentration at half of the fitted maximal effect; 0% is about no effect
Target sequence (Q99816 whole entry, looked up): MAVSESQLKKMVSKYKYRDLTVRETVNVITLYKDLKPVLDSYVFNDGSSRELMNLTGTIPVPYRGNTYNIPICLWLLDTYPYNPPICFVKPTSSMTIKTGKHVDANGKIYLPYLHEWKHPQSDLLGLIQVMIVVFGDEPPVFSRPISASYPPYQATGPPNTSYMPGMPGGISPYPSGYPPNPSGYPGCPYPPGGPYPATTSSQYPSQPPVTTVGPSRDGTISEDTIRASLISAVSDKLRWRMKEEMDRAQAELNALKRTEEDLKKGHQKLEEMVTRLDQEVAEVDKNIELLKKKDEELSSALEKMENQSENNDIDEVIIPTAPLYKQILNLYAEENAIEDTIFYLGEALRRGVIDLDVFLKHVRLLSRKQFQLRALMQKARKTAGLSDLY
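qHTS FP binding, 20 min r.t.: 10 uM Tsg101 domain + 50 nM FITC-PTAP peptide, pH 7.5 HEPES buffer with TCEP and EDTA.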
p53null 39C tox: qHTS Screen for Compounds that Selectively Target Cancer Cells with p53 Mutations: Cytotoxicity of p53 Null Cells at the Nonpermissive Temperature; Potency, µM (titrated, usually from 46.1 µM), for inactives: at the highest dose activity, negative = cell killing, most hits filed as cytotoxic; H1299 p53-null (neo) cells, 39C, ATPlite viability, 24 h; AID 904, 2007; 0.97% of 55,000 active;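 further: potency means the concentration at half of the fitted maximal effect; 0% = DMSO only and -100% = full killing by 100 µM tamoxifen; nearly all actives have a fitted effect of over 50% in size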
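Temperature-shift cytotoxicity format: compound titrations on p53-null or A138V-expressing H1299 cells held 24 hr at 39C, cell ATP then measured, AC50 from Hill model.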
NTMT1 inhibitor: Primary qHTS for Inhibitors of N-terminal methyltransferase 1 (NTMT1): MTaseGlo Assay; N-terminal Xaa-Pro-Lys N-methyltransferase 1 (Homo sapiens), Q9BV86; NTMT1 MTase-Glo SAH luminescence, purified enzyme; Potency, µM (doses to about 114 µM), for the others: at the highest dose activity change, negative = inhibition, actives largely listed as inhibitors; 2.5% of 59,000 active;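 further: potency means the concentration at half of the fitted maximal effect; plate controls were DMSO vehicle for no effect and no enzyme for full effect; nearly all actives have a fitted effect of over 65% in size; many of its hits are not listed in these tables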
Target sequence (Q9BV86 whole entry, looked up): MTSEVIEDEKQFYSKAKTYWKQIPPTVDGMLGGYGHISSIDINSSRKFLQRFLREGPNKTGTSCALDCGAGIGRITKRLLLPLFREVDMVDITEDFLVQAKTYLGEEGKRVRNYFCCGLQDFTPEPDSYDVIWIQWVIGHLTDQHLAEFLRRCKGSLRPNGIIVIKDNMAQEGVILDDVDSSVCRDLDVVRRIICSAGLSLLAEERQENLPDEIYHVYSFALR
p53null 32C kill: qHTS Screen for Compounds that Selectively Target Cancer Cells with p53 Mutations: Cytotoxicity of p53 Null Cells at the Permissive Temperature; Potency, µM (top dose mostly 46.1 µM), without a hit: at the top dose activity change, negative = cytotoxicity, most hits filed as cytotoxic; H1299-neo p53 null cells, ATP luminescence, 24 h, 32C; 0.62% of 55,000 active; AID 903, 2007;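 further: potency means the concentration at half of the fitted maximal effect; 0% = DMSO only and -100% = full killing by 100 µM tamoxifen; nearly all actives have a fitted effect of over 55% in size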
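Cytotoxicity: H1299-neo (no p53), 32C, 24 h treatment. Concentrations up to 46 uM. Readout cellular ATP, luminescence. Normalization to DMSO basal and tamoxifen 100 uM maximal kill.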
GALK inh: qHTS Assay for Inhibitors of Human Galactokinase (GALK): NCGC Sytravon Library Screen. P51570. recombinant GALK, Kinase-Glo ATP luminescence, 1 h. Potency, µM (titrated, usually from 57.5 µM), inactives show at the top dose activity, negative = inhibition, actives largely listed as inhibitors. 44,000 tested, under 10 active. AID 1347072, 2019;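 further: plate controls were full GALK reaction for no effect and reaction lacking GALK for full effect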
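Reactions with and without enzyme served as controls. GALK at 5 nM phosphorylates 100 uM galactose using 35 uM ATP (HEPES pH 8.0, Mg2+) for 1 h at RT, with luminescence read 10 min after adding Kinase-Glo Plus.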
* = called active by the depositor; ? = inconclusive; . = not tested or not shown. The call rests on the fitted dose curve; in most records, active means well fitted curve in the direction sought with a large enough effect; inconclusive means small, poorly fitted or top-dose-only effect, or another doubt; inactive means no such curve, though single readings can be large; an effect the other way counts as inactive or inconclusive. An excerpt; count on the stated rates, not on these rows.

Assay codes: A = FH mod; B = B2AR arrestin ag; C = PTAP-TSG101 blk; D = p53null 39C tox; E = NTMT1 inhibitor; F = p53null 32C kill; G = GALK inh
SMILES: Cc1cc(C)c2c(n1)SCC(=O)N2CC(=O)Nc1ccc(C)c(C)c1
  A: -15%	B: -1%	C: 2%	D: ?	E: -1%	F: -4%	G: 3%
SMILES: Cc1cccc(N2CCN(CCCNC(=O)Cn3ncc4c([nH]c5ccccc54)c3=O)CC2C)c1 (stereo not drawn)
  A: 3%	B: 0%	C: 2%	D: 8%	E: 7%	F: 1%	G: 1%
SMILES: CCOc1ccc(N(CC(=O)Nc2ccc3c(c2)OCO3)S(=O)(=O)c2ccccc2)cc1
  A: -26%	B: 1%	C: 1%	D: 3%	E: 6%	F: 9%	G: 0%
SMILES: CCc1cccc(NC(=O)Cn2c(=O)n(CC3CCC(C(=O)NC)CC3)c(=O)c3sccc32)c1 (stereo not drawn)
  A: 2%	B: 0%	C: 6%	D: -3%	E: -12%	F: 0%	G: 3%
SMILES: Cc1ccc(S(=O)(=O)Cc2ccc(C(=O)NCCc3ccc(Cl)cc3)o2)cc1
  A: -15%	B: 0%	C: -1%	D: 7%	E: 10%	F: -4%	G: 8%
SMILES: Cc1ccc(-n2c(=O)c3oc4ccccc4c3n(Cc3ccccc3F)c2=O)cc1C
  A: 1%	B: -1%	C: 4%	D: -12%	E: 4%	F: -11%	G: 5%
SMILES: COc1ccc(-c2c(C)nn3c(C(F)(F)F)cc(-c4ccc(C)cc4)nc23)cc1
  A: 25%	B: -3%	C: -4%	D: -21%	E: 2%	F: -1%	G: -1%
SMILES: Cc1nc2c(c(C)nn2-c2ccccc2)c(C)c1CCC(=O)NCCc1ccc(Cl)cc1
  A: -7%	B: -4%	C: -7%	D: -18%	E: -3%	F: -3%	G: 9%
SMILES: O=C(Cn1c(=O)n(Cc2ccco2)c(=O)c2ccc(C(=O)NC3CCCC3)cc21)Nc1ccc(F)cc1
  A: 8%	B: 1%	C: 3%	D: 26%	E: 19%	F: 4%	G: 0%
SMILES: O=C(CSc1nc2ccccc2c2nc(-c3ccccc3)nn12)Nc1ccc(Br)cc1
  A: 4%	B: -3%	C: 0%	D: -3%	E: 15%	F: 4%	G: 1%
SMILES: COCCCNC(=O)CN1C(=O)CSc2ccc(S(=O)(=O)N3CCOCC3)cc21
  A: -4%	B: 0%	C: -3%	D: 12%	E: 4%	F: -1%	G: 0%
SMILES: CCOc1ccc(N(CC(=O)Nc2ccccc2CC)S(=O)(=O)c2c(C)noc2C)cc1
  A: -17%	B: 0%	C: 0%	D: ?	E: -5%	F: 17%	G: 0%
SMILES: Cc1ccc(S(=O)(=O)Cc2ccc(C(=O)N3CCN(c4cccc(Cl)c4)CC3)o2)cc1
  A: -27%	B: 1%	C: 3%	D: ?	E: -1%	F: 1%	G: 8%
SMILES: CCOc1cc(CNC(=O)Cn2c(-c3cccs3)cc3cc(F)ccc32)ccc1OC
  A: 0%	B: 0%	C: 5%	D: -10%	E: -3%	F: -7%	G: 0%
SMILES: O=C(CSc1ccccc1)N1CCc2c([nH]c3ccccc23)C1c1ccc(F)cc1 (stereo not drawn)
  A: -23%	B: -1%	C: 0%	D: 18%	E: -2%	F: 21%	G: -1%

Reprinted from the part before: 2 entries; new compounds follow.
Assay codes: A = FH mod; B = B2AR arrestin ag; C = PTAP-TSG101 blk; D = p53null 39C tox; E = NTMT1 inhibitor; F = p53null 32C kill; G = GALK inh
SMILES: CCOc1cc(CNC(=O)Cn2c(-c3cccs3)cc3cc(F)ccc32)ccc1OC
  A: 0%	B: 0%	C: 5%	D: -10%	E: -3%	F: -7%	G: 0%
SMILES: O=C(CSc1ccccc1)N1CCc2c([nH]c3ccccc23)C1c1ccc(F)cc1 (stereo not drawn)
  A: -23%	B: -1%	C: 0%	D: 18%	E: -2%	F: 21%	G: -1%
SMILES: COc1ccc(NC(=O)c2ncoc2-c2ccco2)cc1Cl
  A: 3%	B: 0%	C: -3%	D: -2%	E: -29%	F: -9%	G: -2%
SMILES: COc1ccc2[nH]cc(CCN=C(NC(=O)c3ccccc3OC)Nc3nc(C)cc(C)n3)c2c1
  A: -17%	B: -1%	C: -7%	D: 1%	E: -1%	F: 10%	G: -1%
SMILES: COc1cccc2c1Oc1ncccc1N(c1ccc(C(=O)NCc3ccccc3C)s1)C2
  A: -12%	B: 1%	C: 1%	D: -9%	E: -3%	F: 3%	G: 0%
SMILES: CCCn1c(=O)c2sccc2n2c(CCCC(=O)NCCOC)nnc12
  A: 2%	B: -1%	C: -3%	D: -5%	E: 19%	F: -7%	G: -4%
SMILES: COc1ccc(CNC(=O)CCCN2C(=O)CSc3c2c(C)nn3-c2ccccc2)c(OC)c1
  A: -1%	B: 0%	C: 0%	D: 7%	E: -6%	F: 2%	G: 1%
SMILES: COc1ccc(-c2nc3cc(NC(=O)c4ccc(C)cc4)ccc3o2)cc1Cl
  A: .	B: 1%	C: -3%	D: -15%	E: .	F: -3%	G: -2%
SMILES: CCOC(=O)c1cccc(NC(=O)CCn2c(-c3ccc(F)cc3)cc(C(=O)OCC)c2C)c1
  A: ?	B: -1%	C: -3%	D: 17%	E: 10%	F: -7%	G: 4%
SMILES: Cc1cccc(NC(=O)c2cc3c(=O)n(Cc4ccco4)ccc3nc2C)c1
  A: .	B: 0%	C: -1%	D: -13%	E: .	F: 9%	G: 3%
SMILES: CCc1ccc(CNC(=O)c2cc3c(=O)oc4ccc(C)cc4c3s2)cc1
  A: 2%	B: 1%	C: -9%	D: -3%	E: 6%	F: 0%	G: -2%
SMILES: Cc1cccc(C)c1NC(=O)CSc1nc(-c2ccccc2)nc2c1Cc1c(CO)cnc(C)c1O2
  A: -6%	B: 4%	C: -2%	D: -18%	E: 2%	F: -5%	G: -8%
SMILES: CCOc1ccc(CC(=O)N2CCc3cc(OC)c(OC)cc3C2COc2ccc3c(C)cc(=O)oc3c2)cc1 (stereo not drawn)
  A: -24%	B: 2%	C: 1%	D: -12%	E: -3%	F: -2%	G: 6%
SMILES: Cc1ccc(-n2nc(C)c3nc(CCC(=O)Nc4ccc(F)cc4)c(=O)n(C)c32)cc1
  A: -11%	B: 0%	C: -4%	D: 3%	E: 5%	F: 4%	G: 5%
SMILES: COc1ccc(NC(=O)N2CCC(n3c(C)nc4cccnc43)CC2)cc1OC
  A: -14%	B: 0%	C: -4%	D: -1%	E: 17%	F: -5%	G: 3%
SMILES: COc1cccc(NC(=O)C(Cc2ccccc2)NS(=O)(=O)c2ccc3c(c2)c(=O)n(C)c(=O)n3C)c1 (stereo not drawn)
  A: -2%	B: -1%	C: -3%	D: 5%	E: 13%	F: 1%	G: -6%
SMILES: Cn1cc(S(=O)(=O)c2ccccc2)c(=O)c2cc(F)c(N3CCN(c4ccc(F)cc4)CC3)cc21
  A: 1%	B: 1%	C: 2%	D: -5%	E: 3%	F: 0%	G: 0%

Following part
Assay codes: A = FH mod; B = B2AR arrestin ag; C = PTAP-TSG101 blk; D = p53null 39C tox; E = NTMT1 inhibitor; F = p53null 32C kill; G = GALK inh
SMILES: COc1ccccc1NC(=O)N1CCN(Cc2nc3ccc(C)cc3o2)CC1
  A: 9%	B: -1%	C: 1%	D: -11%	E: 8%	F: -4%	G: 2%
SMILES: Cc1ccc(C(=O)NCC(c2cccnc2)N2CCc3ccccc32)cc1C (stereo not drawn)
  A: -12%	B: -1%	C: -5%	D: -1%	E: -12%	F: 3%	G: ?
SMILES: CCOc1ccc2ncc3c(-c4ccc(C)cc4)nn(-c4cccc(F)c4)c3c2c1
  A: -3%	B: 1%	C: -1%	D: -1%	E: 7%	F: -3%	G: 5%
SMILES: CC(C)C(=O)Nc1ccc2nc(SCC(=O)N3CCCC3)sc2c1
  A: 13%	B: -3%	C: -8%	D: -24%	E: 13%	F: -11%	G: 0%
SMILES: O=C(CSc1nncn2c1cc1occc12)Nc1ccccc1C(F)(F)F
  A: 0%	B: -1%	C: -3%	D: -9%	E: 2%	F: 17%	G: 0%
SMILES: COc1cccc(CNC(=O)Cn2c(=O)oc3cc(S(=O)(=O)N4CCCC4)ccc32)c1
  A: 0%	B: -3%	C: -1%	D: -17%	E: 6%	F: -5%	G: -12%
SMILES: CN(C)c1cccc(C(=O)N2CCC(c3c[nH]c4ccccc34)(c3c[nH]c4ccccc34)CC2)c1
  A: -16%	B: -4%	C: -6%	D: -4%	E: -1%	F: 5%	G: -3%
SMILES: COc1ccc(-n2c(=O)c3ccccc3n(Cc3ccc(F)cc3Cl)c2=O)cc1OC
  A: 4%	B: 1%	C: -3%	D: -26%	E: 1%	F: 0%	G: 3%
SMILES: COc1ccc(NC(=O)Cn2cc(C(=O)c3cccs3)c3ccccc32)cc1
  A: ?	B: 1%	C: 1%	D: 12%	E: 7%	F: ?	G: 1%
SMILES: CCC(Oc1ccccc1)C(=O)N1CCN(Cc2cc(=O)n3nc(-c4cccc(C)c4)sc3n2)CC1 (stereo not drawn)
  A: 1%	B: 0%	C: -2%	D: -7%	E: -9%	F: -1%	G: 1%
SMILES: O=c1c2oc3ccccc3c2n(Cc2cccc(Cl)c2)c(=O)n1Cc1ccc2c(c1)OCO2
  A: -5%	B: -1%	C: -1%	D: -8%	E: 6%	F: 5%	G: 0%
SMILES: COc1ccccc1CN1CCC(CNC(=O)c2cnn(-c3ccc(C)c(C)c3)c2C2CCN(C(=O)OC(C)(C)C)CC2)CC1
  A: -18%	B: 0%	C: 0%	D: ?	E: 7%	F: 2%	G: -5%
SMILES: Cc1cc(C)c(NC(=O)CSc2ncc(S(=O)(=O)c3ccc(C(C)(C)C)cc3)c(=O)[nH]2)c(C)c1
  A: -33%	B: -1%	C: -3%	D: 11%	E: 10%	F: 4%	G: 1%
SMILES: COc1ccc(Cn2c(=O)c3cccnc3n(Cc3cccc(F)c3)c2=O)cc1
  A: -21%	B: 0%	C: 0%	D: -12%	E: 14%	F: -11%	G: 0%
SMILES: Cc1nc2c(cnn2-c2ccccc2Cl)c(=O)n1-c1ccc(C(C)C)cc1
  A: -23%	B: -2%	C: -7%	D: -6%	E: -6%	F: 11%	G: 10%
SMILES: CCCCCN1C(C(=O)c2ccccc2)=C(NC(=O)c2ccccc2Cl)c2ccccc2S1(=O)=O
  A: 9%	B: 0%	C: -1%	D: ?	E: 18%	F: -1%	G: 2%
SMILES: COc1cccc(CNC(=O)CN2C(=O)COc3ccc(S(=O)(=O)N4CCCCC4)cc32)c1
  A: 2%	B: 2%	C: -6%	D: -1%	E: 4%	F: 2%	G: 1%
